Source: PubChem
GLP1R ag = qHTS of GLP-1 Receptor Agonists | HEK293 GLP-1R CRE-luciferase, luminescence, 4-6 h; cells express a hypersensitive GLP-1R form | Potency, µM (series often up to 45.6 µM), for the others: at the highest dose activation, actives largely listed as activators | actives 0.007% (n = 380,000); also: % of control where 0% means no effect
Target sequence (P43220 whole entry, looked up): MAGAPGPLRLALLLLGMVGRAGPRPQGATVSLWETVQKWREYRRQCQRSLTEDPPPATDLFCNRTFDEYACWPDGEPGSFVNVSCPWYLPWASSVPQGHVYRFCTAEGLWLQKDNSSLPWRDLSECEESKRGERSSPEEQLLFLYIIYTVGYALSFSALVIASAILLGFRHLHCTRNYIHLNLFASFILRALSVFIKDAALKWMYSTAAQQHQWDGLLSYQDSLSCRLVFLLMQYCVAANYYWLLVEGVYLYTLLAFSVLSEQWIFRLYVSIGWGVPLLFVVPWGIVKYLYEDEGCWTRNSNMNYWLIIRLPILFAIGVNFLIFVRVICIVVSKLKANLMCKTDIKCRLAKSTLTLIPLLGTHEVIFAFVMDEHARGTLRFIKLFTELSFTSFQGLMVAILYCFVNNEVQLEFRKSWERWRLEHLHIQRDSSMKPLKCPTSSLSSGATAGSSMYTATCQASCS
TDP43 rescue = qHTS of TDP-43 Inhibitors | actives 1.8% (n = 410,000) | TDP-43 expressing yeast growth rescue, BacTiter-Glo, 24 h | Potency, µM (doses to about 46.1 µM), without a hit: at the highest dose growth rescue (activation), actives largely listed as activators | AID 652104, 2013; also: % of control where 0% means no effect; nearly all actives have a fitted effect of over 50% in size
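Yeast expressing TDP-43 (pregrown in raffinose, seeded at OD600=0.02 in galactose medium) exposed to compounds 24 hr at 30 deg C. Growth read by BacTiter-Glo luminescence; rescue of toxicity appears as increased signal.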
GLP1R inv ag = qHTS of GLP-1 Receptor Inverse Agonists (Inhibition Mode) | AID 624417, 2012 | actives 1.6% (n = 410,000) | HEK293 GLP-1R CRE-luciferase, luminescence, 24 h; GLP-1R form is constitutively active | Potency, µM (doses to about 38.3 µM), without a hit: at the top dose activity change, negative = inhibition, usual class: inhibitors; also: % is scaled to controls: 0 for no effect and ±100 for the full control effect; nearly all actives have a fitted effect of over 55% in size
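Inverse agonists were sought by their lowering of basal cAMP reporter luciferase output in HEK293 cells stably carrying constitutively active human GLP-1R, after 24 h compound treatment.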
HEK293 tox = qHTS of GLP-1 Receptor Inverse Agonists: Cytotox Screen | AID 624418, 2012 | Potency, µM (highest dose often 38.3 µM), without a hit: at the highest dose activity change, negative = inhibition, actives largely listed as inhibitors | actives 0.13% (n = 410,000) | HEK293 cAMP-luciferase reporter cells, luminescence, 24 h;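 also: loss of luciferase light is scored as toxicity; % is scaled to controls: 0 for no effect and ±100 for the full control effect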
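A 23 nL compound transfer followed 12 hours of cell culture at 37 deg C; exposure then lasted 24 hr. Luciferase assay detection reagent was dispensed and plates read for luminescence after a 12 min room-temperature wait.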
KB-3-1 tox = qHTS assay for MDR1-selective chemotherapeutics: Primary screen using the parental adenocarcinoma cell KB-3-1 | KB-3-1 viability, CellTiter-Glo ATP luminescence, 72 h | actives 1.4% (n = 400,000) | Potency, µM (doses to about 46.1 µM), without a hit: top-dose activity change, negative = cytotoxic, usual class: cytotoxic; also: % is scaled to controls: 0 for no effect and ±100 for the full control effect; nearly all actives have a fitted effect of over 60% in size
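Parental KB-3-1 viability, qHTS format: 72 h compound exposure, 37 °C; CellTiter-Glo; media-only wells and DMSO plates as controls; concentration-effect fits on corrected data.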
HT1080 IDH1KD tx = qHTS for induction of synthetic lethality in tumor cells producing 2HG: qHTS for the HT-1080-IDH1KD cell line; Potency, µM (series often up to 46.1 µM), without a hit: top-dose activity, negative = toxicity, most hits filed as cytotoxic; AID 686971, 2013; HT-1080 IDH1 knockdown viability, ATP luminescence, 48 h; actives 2% (n = 360,000);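 also: 0% = DMSO wells and -100% = cell-free medium wells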
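IDH1KD HT-1080 cells, 750/well, RPMI + 5% FBS; compound pinned after 2 h settling; 48 h, 37 °C; CellTiter-Glo luminescence; % activity normalised to DMSO and no-cell wells; curves fitted, classed by r2 and efficacy.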
HT1080NT lethal = qHTS for induction of synthetic lethality in tumor cells producing 2HG: qHTS for the HT-1080-NT fibrosarcoma cell line; HT-1080-NT fibrosarcoma viability, CellTiter-Glo ATP luminescence, 48 h; Potency, µM (highest dose often 46.1 µM), for the others: at the highest dose activity, negative = less viability, usual class: cytotoxic; actives 1.6% (n = 360,000);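 also: NT is the 2HG producing partner of a matched IDH1 knockdown line; 0% = DMSO-treated cells and -100% = media-only wells without cells; nearly all actives have a fitted effect of over 55% in size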
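HT-1080-NT fibrosarcoma cells (2HG-overproducing), 750 cells/well in RPMI with 5% FBS, dosed after 2 h and incubated 48 h at 37C. CellTiter-Glo luminescence normalized to DMSO and no-cell wells; concentration-response curves fitted and classed.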
KB-V1 cytotox = qHTS assay for MDR1-selective chemotherapeutics: Primary screen using the drug-selected MDR subline cells KB-V1; KB-V1 MDR cells viability, CellTiter-Glo, 72 h; Potency, µM (doses to about 46.1 µM), for inactives: top-dose activity change, negative = cytotoxicity, most hits filed as cytotoxic; actives 3.4% (n = 400,000); AID 1347076, 2019; also: % is scaled to controls: 0 for no effect and ±100 for the full control effect; nearly all actives have a fitted effect of over 60% in size
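Luminescent ATP read-out (CellTiter-Glo, 10 min) measures survival of drug-selected KB-V1 MDR cells after 72 h, 37 degrees C compound exposure. Medium: phenol-red-free DMEM, 10% FBS. Values from fitted concentration-response curves.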
SW480 rerep = A quantitative high throughput screen for small molecules that induce DNA re-replication in SW480 colon adenocarcinoma cells | SW480 DNA re-replication, Hoechst DNA content imaging, 48 h | Potency, µM (top dose mostly 46.1 µM), for inactives: at the highest dose re-replication activation, hits mostly activators | actives 1.8% (n = 340,000); also: % of control where 0% means no effect; nearly all actives have a fitted effect of over 55% in size
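Treated cells incubate 48 hr (37 C, 5% CO2), are stained 40 min with Hoechst, and nuclear fluorescence is enumerated; a rise in nuclei with high DNA signal marks re-replication.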
Starred values were filed as active, the others as inactive; [ ] = remark or other dose. Calls follow the shape of the dose curve; as a rule, active = well fitted curve in the direction sought with a large enough effect; inconclusive = small, poorly fitted or top-dose-only effect, or another doubt; inactive = no such curve, though single readings can be large; an effect the other way counts as inactive or inconclusive. Potency is read from the fitted curve at half-maximal effect. Outcome played no part in choosing rows. Share with any hit: about 9.4%.

Cc1c(NC(=O)CS(=O)(=O)c2ccccc2)c(=O)n(-c2ccccc2)n1C was read as GLP1R ag -2.0%, TDP43 rescue -5.1%, GLP1R inv ag 19.1%, HEK293 tox 9.1%, KB-3-1 tox -4.2%, HT1080 IDH1KD tx 6.1%, HT1080NT lethal 15.1%, KB-V1 cytotox inconclusive and SW480 rerep -9.6%.
`Cc1ccc(S(=O)(=O)N2CCCCC2)cc1NC(=O)CSc1nnc(C2CC2)n1N` gave GLP1R ag -3.2%, TDP43 rescue 16.0%, GLP1R inv ag -3.7%, HEK293 tox -17.4%, KB-3-1 tox -0.8%, HT1080 IDH1KD tx -9.1%, HT1080NT lethal 5.2%, KB-V1 cytotox -1.8% and SW480 rerep -5.1%.
Cc1ccc(CN2CCN(C3CCN(C(=O)c4ccccc4)CC3)C(=O)C2=O)cc1 was read as TDP43 rescue 22.9%, GLP1R inv ag 2.2%, HEK293 tox 6.4%, KB-3-1 tox -4.1% and KB-V1 cytotox inconclusive.
Nc1ccccc1-n1cccc1 was read as GLP1R ag 6.9%, TDP43 rescue -4.3%, GLP1R inv ag 10.3%, HEK293 tox -5.9%, KB-3-1 tox 17.3%, HT1080 IDH1KD tx -17.2%, HT1080NT lethal -14.0%, KB-V1 cytotox 3.8% and SW480 rerep -3.8%.
For CCOC(=O)C(=CNc1ccc(N2CCOCC2)cc1)C(=O)OCC the results were GLP1R ag 12.0%, TDP43 rescue 25.6%, GLP1R inv ag 51.2%[activator], HEK293 tox -25.1%, KB-3-1 tox 2.0%, HT1080 IDH1KD tx 0.9%, HT1080NT lethal -2.2%, KB-V1 cytotox -32.5% and SW480 rerep -2.1%.
Screening COc1ccc(-c2oc3c(c2C#CC2(O)CCCCC2)C(OC)CCC3)cc1 (stereo not given) returned GLP1R ag -4.1%, TDP43 rescue inconclusive, GLP1R inv ag inconclusive, HEK293 tox 2.3%, KB-3-1 tox 10.4%, HT1080 IDH1KD tx inconclusive, HT1080NT lethal inconclusive and KB-V1 cytotox -16.4%.
`CN(C)C(CNc1ncnc2sc3c(c12)CCCC3)c1ccco1` (stereo not given) gave GLP1R ag 3.1%, TDP43 rescue 10.0%, GLP1R inv ag 2.6%[0.307 µM], HEK293 tox -1.9%[0.307 µM], KB-3-1 tox -12.2%, HT1080 IDH1KD tx -5.0%, HT1080NT lethal -8.6%, KB-V1 cytotox inconclusive and SW480 rerep -0.9%.
Screening Cc1ccc(NC(=O)Nc2c(Cl)cccc2Cl)cn1 returned GLP1R ag 7.2%, TDP43 rescue -8.5%, GLP1R inv ag inconclusive, HEK293 tox -16.3%, KB-3-1 tox -1.5%, HT1080 IDH1KD tx -9.1%, HT1080NT lethal -8.7%, KB-V1 cytotox inconclusive and SW480 rerep inconclusive.
`COc1ccc(Cc2c(C3CCCCC3)nc3ccc(Br)cn23)c(C)c1` gave GLP1R ag -1.1%, TDP43 rescue 23.5%, GLP1R inv ag 8.5%, HEK293 tox -13.2%, KB-3-1 tox -0.6%, HT1080 IDH1KD tx -22.3%, HT1080NT lethal -17.3% and KB-V1 cytotox 11.7%.
Screening O=C(c1ccc2c(=O)n(-c3ccccc3)c(=O)[nH]c2c1)N1CCN(c2ccc(F)cc2)CC1 returned GLP1R ag -4.0%, TDP43 rescue -2.7%, GLP1R inv ag -0.7%, HEK293 tox -6.0%, KB-3-1 tox -11.2%, HT1080 IDH1KD tx -8.7%, HT1080NT lethal -8.7%, KB-V1 cytotox 0.0% and SW480 rerep -14.0%.
`CC(C)(C)c1ccc(C(=O)NCc2nnc(SCC(=O)NC3CCCC3)o2)cc1` gave GLP1R ag 6.9%, TDP43 rescue 8.0%, GLP1R inv ag -13.2%, HEK293 tox 13.5%, HT1080 IDH1KD tx -3.7%, HT1080NT lethal -5.3% and SW480 rerep -20.8%.
For COc1ccc(NC(=O)c2cc(-c3ccc4c(c3)OCO4)on2)c(OC)c1 the results were TDP43 rescue 6.4%, GLP1R inv ag 2.7%, HEK293 tox -1.8%, KB-3-1 tox 9.5% and KB-V1 cytotox 11.9%.
CCOc1cc(C(=O)N2CCn3c4c(c5cc(C)ccc53)CCCC42)cc(OCC)c1OCC (stereo not given) was read as GLP1R ag 4.2%, TDP43 rescue 0.0%, GLP1R inv ag 2.7%, HEK293 tox -4.8%, KB-3-1 tox inconclusive and KB-V1 cytotox inconclusive.
C=C1CCN(C(Cc2ccccc2)C(=O)OC)S(=O)(=O)c2ccc(F)cc21 (stereo not given) was read as GLP1R ag 13.2%, TDP43 rescue 11.7%, GLP1R inv ag -5.2%, HEK293 tox 6.8%, KB-3-1 tox 0.0%, HT1080 IDH1KD tx 1.5%, HT1080NT lethal 2.1%, KB-V1 cytotox -10.6% and SW480 rerep 7.0%.
For Cc1cccc(N2C(=O)CC(N3CCN(c4ccccn4)CC3)C2=O)c1 (stereo not given) the results were GLP1R ag 9.1%, TDP43 rescue -2.7%, GLP1R inv ag 1.5%, HEK293 tox -3.2%, KB-3-1 tox 3.8%, HT1080 IDH1KD tx 12.4%, HT1080NT lethal -1.5%, KB-V1 cytotox 6.7% and SW480 rerep -18.0%.

Pulled by structure from the list above (2):
CCOc1cc(C(=O)N2CCn3c4c(c5cc(C)ccc53)CCCC42)cc(OCC)c1OCC (stereo not given) was read as GLP1R ag 4.2%, TDP43 rescue 0.0%, GLP1R inv ag 2.7%, HEK293 tox -4.8%, KB-3-1 tox inconclusive and KB-V1 cytotox inconclusive.
For CCOC(=O)C(=CNc1ccc(N2CCOCC2)cc1)C(=O)OCC the results were GLP1R ag 12.0%, TDP43 rescue 25.6%, GLP1R inv ag 51.2%[activator], HEK293 tox -25.1%, KB-3-1 tox 2.0%, HT1080 IDH1KD tx 0.9%, HT1080NT lethal -2.2%, KB-V1 cytotox -32.5% and SW480 rerep -2.1%.

(continued)
`Cc1ccc(C)c(NC(=O)CN2C(=O)C3CC=CCC3C2=O)c1` (stereo not given) gave GLP1R ag 7.9%, TDP43 rescue -7.0%, GLP1R inv ag 6.9%, HEK293 tox 7.0%, KB-3-1 tox -0.2%, HT1080 IDH1KD tx -5.3%, HT1080NT lethal -0.4% and KB-V1 cytotox -6.6%.
`COc1cccc(Cn2nc(C(=O)O)c3ccccc3c2=O)c1` gave GLP1R ag 0.3%, TDP43 rescue inconclusive, GLP1R inv ag 37.6%[activator][7.66 µM], HEK293 tox 6.3%[7.66 µM], KB-3-1 tox 21.6%, HT1080 IDH1KD tx -2.5%, HT1080NT lethal -9.3%, KB-V1 cytotox inconclusive and SW480 rerep -4.0%.
For O=C(CCC1CCN(Cc2ccccc2Cl)CC1)NC1CC1 the results were GLP1R ag -3.9%, TDP43 rescue 13.1%, GLP1R inv ag 3.5%, HEK293 tox -5.0%, KB-3-1 tox 7.1%, HT1080 IDH1KD tx 8.0%, HT1080NT lethal 5.7%, KB-V1 cytotox 13.2% and SW480 rerep -5.8%.
Screening CCOC(=O)c1ccc(NC(=O)COc2ccc(CNC3CCCCC3)cc2OC)cc1 returned GLP1R ag 3.7%, TDP43 rescue 17.5%, GLP1R inv ag inconclusive, HEK293 tox inconclusive, KB-3-1 tox -16.4%, HT1080 IDH1KD tx 16.4µM*, HT1080NT lethal 23.1µM*, KB-V1 cytotox inconclusive and SW480 rerep inconclusive.
`O=C(c1ccccc1OC(F)F)N1CCN(S(=O)(=O)c2ccc3c(c2)OCCCO3)CC1` gave GLP1R ag 6.6%, TDP43 rescue 0.0%, GLP1R inv ag inconclusive, HEK293 tox 0.6%, KB-3-1 tox inconclusive, HT1080 IDH1KD tx -1.6%, HT1080NT lethal 1.6%, KB-V1 cytotox 0.7% and SW480 rerep -13.1%.
For Nc1nnc(CC2=CCCCC2)s1 the results were GLP1R ag 6.0%, TDP43 rescue 27.6%, GLP1R inv ag -9.1%, HEK293 tox -8.5%, KB-3-1 tox -6.1%, HT1080 IDH1KD tx 1.9%, HT1080NT lethal 2.5%, KB-V1 cytotox -4.9% and SW480 rerep -16.6%.
Screening O=C(NCCO)c1ccc(-c2nnc(N3CCOCC3)c3ccccc23)cc1 returned GLP1R ag -10.4%, TDP43 rescue 2.2%, GLP1R inv ag 0.2%, HEK293 tox 3.3%, KB-3-1 tox 5.6%, HT1080 IDH1KD tx 5.6%, HT1080NT lethal 4.7%, KB-V1 cytotox 15.9% and SW480 rerep -23.1%.
`Cc1ccc(C)c(CN2CCCN(C(=O)Cn3ncc4c3-c3ccccc3OC4)C2)c1` gave GLP1R ag -0.3%, TDP43 rescue -3.7%, GLP1R inv ag inconclusive, HEK293 tox 6.0%, KB-3-1 tox 8.6%, HT1080 IDH1KD tx -13.3%, HT1080NT lethal -24.9%, KB-V1 cytotox -11.9% and SW480 rerep 8.0%.
For Cc1ccccc1C(=O)NNC(=O)C(=O)N1CCCCC1 the results were GLP1R ag -18.0%, TDP43 rescue 10.2%, GLP1R inv ag 0.5%, HEK293 tox 4.7%, KB-3-1 tox 13.2%, HT1080 IDH1KD tx -6.1%, HT1080NT lethal -7.4%, KB-V1 cytotox -19.3% and SW480 rerep -8.7%.
CC1CCN(C(=O)CSc2nnc(CSc3ncccn3)n2C)CC1 was read as GLP1R ag 7.5%, TDP43 rescue -7.0%, GLP1R inv ag 45.2%[activator], HEK293 tox 0.8%, KB-3-1 tox 4.7%, HT1080 IDH1KD tx -3.3%, HT1080NT lethal 3.0%, KB-V1 cytotox inconclusive and SW480 rerep -2.5%.
`COc1ccc(C=C(C(=O)c2ccccc2)C(=O)c2ccccc2)cc1` gave GLP1R ag -7.1%, TDP43 rescue 14.1µM*, GLP1R inv ag inconclusive, HEK293 tox -0.7%, KB-3-1 tox inconclusive, HT1080 IDH1KD tx inconclusive, HT1080NT lethal 18.4µM* and KB-V1 cytotox inconclusive.
